EPAC2 antag: qHTS for Antagonist of cAMP-regulated guanine nucleotide exchange factor 2 (EPAC2): primary screen; hit rate 0.18% among 360,000; Potency, µM (titrated, usually from 114 µM), for inactives: at the highest dose activity, negative = inhibition, most hits filed as inhibitors; Rap guanine nucleotide exchange factor 4 (Homo sapiens), Q8WZA2; AID 720708, 2013; EPAC2 GEF exchange of Rap1B-BODIPY-GDP, fluorescence; further: potency means the concentration at half of the fitted maximal effect; on the % scale 0 is the no-effect control and ±100 the full control effect; nearly all actives have a fitted effect of over 45% in size; many of its hits are not listed in these tables
Target sequence (Q8WZA2 whole entry, looked up): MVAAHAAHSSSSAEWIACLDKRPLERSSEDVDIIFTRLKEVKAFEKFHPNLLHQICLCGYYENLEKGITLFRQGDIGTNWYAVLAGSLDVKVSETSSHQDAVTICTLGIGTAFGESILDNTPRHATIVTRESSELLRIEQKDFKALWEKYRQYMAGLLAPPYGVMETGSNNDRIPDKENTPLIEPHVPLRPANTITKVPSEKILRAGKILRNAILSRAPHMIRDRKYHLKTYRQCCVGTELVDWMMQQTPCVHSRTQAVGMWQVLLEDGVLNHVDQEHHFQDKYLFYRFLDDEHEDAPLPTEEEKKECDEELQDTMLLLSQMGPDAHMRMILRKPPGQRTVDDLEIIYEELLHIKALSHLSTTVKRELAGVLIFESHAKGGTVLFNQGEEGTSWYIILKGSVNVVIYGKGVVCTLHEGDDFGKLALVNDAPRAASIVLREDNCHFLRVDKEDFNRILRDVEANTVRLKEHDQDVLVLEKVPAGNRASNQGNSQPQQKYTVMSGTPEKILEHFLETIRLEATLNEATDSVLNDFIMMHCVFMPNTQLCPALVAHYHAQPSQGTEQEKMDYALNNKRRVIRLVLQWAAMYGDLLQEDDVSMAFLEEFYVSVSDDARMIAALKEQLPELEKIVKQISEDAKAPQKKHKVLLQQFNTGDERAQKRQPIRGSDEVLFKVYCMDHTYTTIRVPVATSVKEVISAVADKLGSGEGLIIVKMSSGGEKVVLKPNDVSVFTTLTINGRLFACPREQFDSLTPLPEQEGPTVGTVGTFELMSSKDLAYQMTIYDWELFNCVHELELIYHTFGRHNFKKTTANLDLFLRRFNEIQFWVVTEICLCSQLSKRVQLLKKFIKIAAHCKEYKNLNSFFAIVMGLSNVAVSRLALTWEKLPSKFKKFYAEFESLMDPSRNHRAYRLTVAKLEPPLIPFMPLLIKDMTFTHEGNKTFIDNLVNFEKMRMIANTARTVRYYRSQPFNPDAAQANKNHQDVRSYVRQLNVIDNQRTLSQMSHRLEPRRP
A549 viability: Nrf2 qHTS screen for inhibitors: counterscreen for cytotoxicity; hit rate 0.16% among 390,000; Potency, µM (series often up to 46 µM), inactives show top-dose activity change, negative = cytotoxicity, hits mostly inhibitors; A549 ARE-Fluc cells, CellTiter-Fluor viability, 18-24 h; AID 504648, 2011; further: potency means the concentration at half of the fitted maximal effect; on the % scale 0 is the no-effect control and ±100 the full control effect
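A549 ARE_Fluc cells in 5% FBS OPTI-MEM were exposed to compounds in concentration-response for 18-24 h at 37 deg C. Viability was read by CellTiter-Fluor fluorescence (Ex 405/Em 525) after 30 min, before the luciferase read.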
CCT chaperon mod: High-Throughput Screening for Modulators of Cytosolic Chaperonin Activity; purified chaperonin ATPase assay, HTRF ADP detection, 30 min; activity change, % (concentration not given with the values), hits read low; hit rate 0.3% among 360,000; in the data active means activity change below about -30%; further: on the % scale 0 is the no-effect control and ±100 the full control effect
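First, chaperonin was dispensed at 40 nM or 20 nM final depending on batch activity. Next, compounds were pinned at 76 uM and ATP added at 10 uM. After 30 min at 37 °C, ADP detection reagents ran 30 min at ambient temperature.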
Nrf2 block: Nrf2 qHTS screen for inhibitors. A549 ARE-Fluc reporter, luciferase luminescence, 18-24 h. Potency, µM (top dose mostly 46 µM), for the others: top-dose activity change, negative = inhibition, usual class: inhibitors. hit rate 2.1% among 360,000. AID 504444, 2011; further: potency means the concentration at half of the fitted maximal effect; on the % scale 0 is the no-effect control and ±100 the full control effect; nearly all actives have a fitted effect of over 60% in size
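A549 ARE_Fluc cells (5000/well, 5% FBS OPTI-MEM) pre-incubated 2 h, then treated with compounds 18-24 h at 37C/5% CO2 in concentration-response. CellTiter-Fluor viability read first; BugLite luciferase luminescence after 15 min at room temperature gives Nrf2 activity.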
Nrf2 ARE act: qHTS of Nrf2 Activators; AREc32 ARE-luciferase reporter (MCF7-derived line), luminescence, 24 h; Potency, µM (top dose mostly 46.1 µM), without a hit: top-dose activation, actives largely listed as activators; hit rate 0.31% among 410,000; AID 624171, 2012; further: potency means the concentration at half of the fitted maximal effect; % of control where 0% means no effect; nearly all actives have a fitted effect of over 65% in size
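Luciferase luminescence (Steady-Glo, 30 min at room temperature) served as the read-out of ARE activation in AREc32 cells treated with compounds for 24 hr at 37 deg C.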
pAkt inh: HTS Assay for Inhibitors of Akt Phophorylation: Primary Screen. hit rate 0.32% among 360,000. Neuro2A IGF-stimulated pAkt S473 HTRF, 20 min; stronger effect = lower value. activity change, % for hits at 50 µM; in the data active means activity change below about -80%; inconclusive means mostly about -51% to -80%; further: on the % scale 0 is the no-effect control and ±100 the full control effect
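Neuro2A cells (4,500/well, DMEM with 0.5% FBS) were treated with compound at a single 50 µM final concentration, stimulated with 6 nM IGF for 20 min at 37 °C, and lysed. Phospho-Akt Ser473 was read by HTRF as 665/615 ratio ×10^4.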
Mm-Cpn inhibitor: Inhibitors of TCP-1 ring complex (TRiC) of Methanococcus maripaludis (MmCpn): qHTS; Chaperonin Mm-Cpn (Methanococcus maripaludis); purified Mm-Cpn ATPase, ADP Transcreener TR-FRET; Potency, µM (titrated, usually from 76.9 µM), for inactives: at the top dose activity, negative = inhibition, usual class: inhibitors; hit rate 0.031% among 330,000; further: potency means the concentration at half of the fitted maximal effect; on the % scale 0 is the no-effect control and ±100 the full control effect; nearly all actives have a fitted effect of over 80% in size
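ATP (10 uM final) was added to archaeal chaperonin (25 nM final) after 10 min exposure to test compound at 37°C; after 30 min further incubation, ADP was detected by competitive TR-FRET.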
EPAC2 ag: qHTS for Agonist of cAMP-regulated guanine nucleotide exchange factor 4 (EPAC2): primary screen. Rap guanine nucleotide exchange factor 4 (Homo sapiens), Q8WZA2. EPAC2 activation, biochemical qHTS; response scale: 100% = 6.5 mM cAMP response. Potency, µM (top dose mostly 154 µM), for the others: at the top dose activation, most hits filed as activators. hit rate 0.079% among 360,000. AID 720711, 2013; further: potency means the concentration at half of the fitted maximal effect; nearly all actives have a fitted effect of over 50% in size
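Compounds were titrated in qHTS against a Rap1B-BODIPY-GDP (250 nM) complex with EPAC2 (100 nM) and GDP (50 uM). BODIPY-GDP release tracked at 480/540 nm over 30 min at room temperature, normalized to 6.5 mM cAMP.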
TGFb inhibitor: qHTS for Inhibitors of TGF-b | HepG2 CAGA-GFP TGF-b/SMAD3 reporter, GFP fluorescence, 18 h; TGF-beta stimulated, 500 pg/mL final | Potency, µM (highest dose often 46.1 µM), for inactives: at the top dose activity, negative = inhibition, most hits filed as inhibitors | hit rate 1.2% among 410,000; further: potency means the concentration at half of the fitted maximal effect; on the % scale 0 is the no-effect control and ±100 the full control effect; nearly all actives have a fitted effect of over 65% in size
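First, reporter cells (HEPG2 CAGA-GFP) rested 2 h at 37 degrees C. Next, compounds were pinned in and TGF-beta added to 500 pg/mL final. After 18 h, GFP was imaged per cell and summed per well.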
An asterisk follows results filed as active; i = inactive; ? = inconclusive; . = not tested or not shown; & = joins results of further samples; [ ] = remark or other dose. Unless noted, the call rests on the fitted dose curve; in most records, active means well fitted curve in the direction sought with a large enough effect; inconclusive means small, poorly fitted or top-dose-only effect, or another doubt; inactive means no such curve, though single readings can be large; an effect the other way counts as inactive or inconclusive. Not all compounds are listed; rates above refer to the full screens.

SMILES	EPAC2 antag	A549 viability	CCT chaperon mod	Nrf2 block	Nrf2 ARE act	pAkt inh	Mm-Cpn inhibitor	EPAC2 ag	TGFb inhibitor
Cc1sc2ncnc(NCC(O)c3ccccc3)c2c1C (stereo not given)	-5%	-6%	-3.8	?	0.8%	i	-1%	6%	-32%
COc1ccc(-c2nc(CN3CCCCC3c3nccn3C)c(C)o2)c(C)c1C (stereo not given)	-13%	-3%	-0.7	1%	3.8%	i	0%	1%	20µM*
Cn1ccnc1SCCNC(=O)CCc1nnc(CCCCc2ccccc2)o1	5%	1%	-1.8	5%	0.0%	i	2%	1%	-2%
O=C(NCc1ccccn1)c1ccccc1OCc1ccc(F)cc1	-10%	0%	-2.2	-7%	-0.1%	i	1%	0%	-3%
COc1cc(NC(=O)c2cc(S(=O)(=O)N3CCCCC3)c[nH]2)cc(OC)c1	-4%	1%	-0.3	5%	-1.5%	i	2%	8%	-14%
COc1ccc(NC(=S)N2CCC(NC(=O)c3cccc(C)c3)CC2)cc1	2%	-5%	0.6	7%	0.0%	i	-1%	3%	-6%
COC(=O)c1c(C)[nH]c(C(=O)OC(C)C(=O)N(C)C2CCCCC2)c1C (stereo not given)	-23%	8%	-2.1	?	-0.4%	i	0%	6%	-2%
COc1ccc(NC(=O)CSc2nccn2-c2ccccc2)cc1	-2%	-1%	0.3	.	1.0%	i	0%	8%	1%
COc1ccc(C2/C=C\CN(C(=O)Nc3ccc(C(F)(F)F)cc3)CC(=O)N2Cc2ccc(F)cc2)cc1 (stereo not given)	-11%	-4%&-18%	0.9	23µM*	0.0%	i	1%	17%	?
CC1=C(c2ccc(C)c(C)c2)S(=O)(=O)N=C1N1CCN(c2cccc(C(F)(F)F)c2)CC1	.	-1%	.	?	-1.2%	.	.	.	9%
COc1ccc(CCNC(=O)CSc2n[nH]c(C)c2[N+](=O)[O-])cc1OC	-8%	-2%	-1.0	2%	2.9%	i	-1%	1%	-15%
Cc1cccc(NC(=S)NCCN(C2CCCCC2)C2CCCC2)c1	-7%	?	-0.9	0%	0.1%	i	2%	0%	18µM*
CCCC(=O)Nc1cccc(NC(=S)NC(=O)C(C)Oc2ccc(Cl)cc2Cl)c1 (stereo not given)	-3%	2%	0.6	-10%	1.8%	i	1%	4%	?
CSc1nnc(CSc2cc(C)nc(N(C)C)n2)o1	-5%	2%	-2.3	-21%	1.4%	i	?	3%	4%
CCCn1c(N)c(C(=O)CSc2n[nH]c(-c3ccccc3F)n2)c(=O)n(C)c1=O	-4%	2%	0.1	?	2.0%	i	-1%	2%	-12%
NC(=O)c1ccc(NC(=O)CN2CCN(C(=O)c3ccco3)CC2)cc1	8%	3%	-4.7	11%	0.2%	i	0%	-10%	8%
COc1ccc(CCNC(=O)C2(C)CCC(=O)N2CCC(C)C)cc1OC (stereo not given)	-8%	-1%	0.2	18%	-0.9%	i	-13%	-4%	-21%
Cn1c(=O)c2c(nc(NCC(O)CO)n2CCc2ccccc2)n(C)c1=O (stereo not given)	10%	-6%	-2.0	.	0.0%	i	-1%	-6%	7%
NS(=O)(=O)c1ccc(NC(=O)COc2ncnc3sccc23)cc1	13%	1%	-2.6	5%	-0.7%	i	-3%	4%	-18%
CC(C(=O)Nc1ccccc1-c1ccccc1)N1CCOCC1 (stereo not given)	-3%	8%	0.3	3%	-0.1%	i	-1%	11%	1%
CCOc1ccc(C(=O)N2CCN(c3cccc(Cl)c3)CC2)cc1	-9%	2%	0.3	2%	0.4%	i	2%	22%	?
COc1cc(/C=N/NC(=S)N/N=C/c2cc(OC)c(OC)c(OC)c2)cc(OC)c1OC	18%	-1%	2.4	-21%	4.8%	i	-1%	-10%	0%
CCOc1ccc(N2CC(C(=O)Nc3cccnc3)CC2=O)cc1 (stereo not given)	-3%	-6%	-4.2	-10%	-0.3%	i	-3%	11%	4%
Cc1cc(C)cc(N(C(=O)c2csnn2)C(C(=O)NC2CCCCC2)c2cccnc2)c1 (stereo not given)	10%	2%	1.1	8%	0.1%	i	-4%	-1%	-23%
CC(=O)c1cn(CC(=O)NCC2CCCO2)c2ccccc12 (stereo not given)	1%	13%	-2.3	5%	0.1%	i	-4%	9%	10%

Additional results
SMILES	EPAC2 antag	A549 viability	CCT chaperon mod	Nrf2 block	Nrf2 ARE act	pAkt inh	Mm-Cpn inhibitor	EPAC2 ag	TGFb inhibitor
COc1cccc(Cn2cnc3c(NS(=O)(=O)c4cccc(Cl)c4Cl)c(C)c(C)cc32)c1	0%	-13%	0.6	?	0.3%	i	3%	3%	-17%
Cc1ccc(C)c(NC(=O)Cn2c(=O)n(CC3CCCO3)c(=O)c3ccccc32)c1 (stereo not given)	.	-8%	.	20%	0.3%	.	.	.	-16%
CCC(=O)NCCc1nc2ccccc2n1CC	3%	0%	-0.1	18%	-0.3%	i	-1%	2%	4%
O=C(CSc1nc(=O)n(CCCN2CCOCC2)c2c1CCC2)Nc1cccc(F)c1	6%	0%	0.3	-3%	0.1%	i	-1%	0%	0%
O=C(CN1CCN(Cc2ccccc2)C1=O)NCc1cccs1	15%	-1%	-2.9	-3%	0.2%	i	0%	25%	-6%
COc1ccc2oc(=O)cc(CN3CCN(C(=O)c4ccccc4F)CC3)c2c1	.	-1%	.	-2%	3.6%	.	.	.	0%
CC(NC(=O)CCN1C(=O)c2ccccc2C1=O)c1ccccc1 (stereo not given)	-6%	0%	-1.4	4%	-0.2%	i	0%	-2%	4%
COc1ccc(S(=O)(=O)N2CCOCC2)cc1NC(=O)CCCSc1ccccc1	2%	.	3.9	.	0.2%	i	.	4%	7%
O=c1cc(CN2CCOCC2)c2cc(Cl)c(O)cc2o1	1%	0%	-0.4	15%	-0.4%	.	-4%	7%	5%
OCCCNc1nc(-c2ccccc2)c2cc(Cl)ccc2n1	-14%	9%	0.4	-6%	5.9%	i	.	7%	-6%
CCOc1cccc(C(=O)Nc2ccc3[nH]ncc3c2)c1	-4%	2%	-2.1	?	1.8%	i	-1%	8%	3%
C=CCSc1nc(-c2ccccc2)c2cc(Cl)ccc2n1	-1%	9%	-1.6	.	-0.4%	i	0%	12%	?
COc1ccccc1CNC(=O)c1ccccc1C(=O)NC(CC(C)C)C(=O)NCc1ccccc1OC (stereo not given)	0%	-1%	-0.2	6%	-0.7%	i	0%	-8%	1%
O=C(/C=C/c1cccc(Br)c1)NCc1ccncc1	-3%	1%	-1.9	-9%	0.6%	i	5%	-4%	-16%
Cc1cnc(C)c(N(C)NC(=S)Nc2ccccc2)n1	-19%	?	-0.5	-14%	2.0%	i	0%	9%	23%
O=c1c2ccccc2[nH]c(=S)n1C1CCCCC1	-2%	0%	-3.1	.	1.3%	i	2%	-5%	-3%
COC(CNC(=O)c1ccc(CS(=O)(=O)c2ccc(Br)cc2)o1)OC	5%	6%	-7.4	4%	-0.8%	i	4%	4%	0%
Cc1ccc(C(=O)N/C(=C/c2ccco2)C(=O)NCCc2c[nH]c3ccccc23)cc1	-2%	-10%	-1.0	?	6.7%	i	1%	-8%	-2%
COc1ccc(CCNC(=O)c2cnc(C)cn2)cc1	3%	-9%	-1.4	12%	0.4%	i	-1%	7%	2%
CCN1CCN(Cc2ccc(NC(=O)c3cc(NC(=O)c4nccnc4N)cc(OC)c3)cc2C(F)(F)F)CC1	12%	?	0.9	17%	1.0%	i	0%	14%	?
CCOC(=O)N1CCN(C(=O)CCc2ccc(S(=O)(=O)NCCc3ccccc3)cc2)CC1	2%	-8%	-2.3	?	0.3%	i	?	5%	-8%
COc1cccc(N2CCN(C(=O)c3cc4cc(Cl)ccc4[nH]3)CC2)c1	1%	-17%	-5.7	2%	0.4%	i	2%	8%	?
C=CCN(c1ccccc1)S(=O)(=O)c1ccc(Cl)c(C(=O)OCC(=O)NCCCN2CCCC2=O)c1	-1%	0%	-1.8	-5%	-0.6%	i	-12%	2%	16%
Cc1cccc(-c2nsc(SCC(=O)c3ccc(Cl)cc3)n2)c1	-12%	11%	-1.2	7%	4.2%	i	?	7%	0%
O=C(C(=Cc1ccc(F)cc1)c1ccccc1)c1ccc(O)cc1	?	-23%	-1.9	?	19%	i	.	22%	?
Brc1ccc2[nH]ncc2c1	4%	-5%	-2.9	16%	0.3%	i	-1%	7%	-2%
NC(=O)CSc1nc2ccccc2n1Cc1ccccc1	3%	-4%	-1.9	4%	-0.6%	i	1%	10%	18%
CCOc1ccc(C(CCc2ccccc2)NC(=O)c2ccccc2OC)cc1OCC (stereo not given)	-21%	?	0.5	?	0.1%	i	-1%	18%	?
Cc1ccc(O)c(C2=Nc3ccccc3N=C(c3ccc([N+](=O)[O-])cc3)C2)c1	-2%	9%	0.6	8%	0.3%[9.22 µM]	i	-4%	-2%	-5%

Limited to CCT chaperon mod and EPAC2 antag, for three of the compounds above:
| Compound | CCT chaperon mod | EPAC2 antag |
| --- | --- | --- |
| COc1ccccc1CNC(=O)c1ccccc1C(=O)NC(CC(C)C)C(=O)NCc1ccccc1OC (stereo not given) | -0.2 | 0% |
| O=C(/C=C/c1cccc(Br)c1)NCc1ccncc1 | -1.9 | -3% |
| Cc1cnc(C)c(N(C)NC(=S)Nc2ccccc2)n1 | -0.5 | -19% |
